Screens: PubChem, National Center for Advancing Translational Sciences (NCATS)
MBNL1-CUG inh – blocks human MBNL1 binding to CUG repeat RNA; Q9NR56; TR-FRET MBNL1-His/biotin-(CUG)12 binding, 665/545 ratio; Potency, µM (highest dose often 57.5 µM), for the others: at the highest dose activity change, negative = inhibition, usual class: inhibitors; 280,000 compounds, 0.036% hits; AID 2675; active means well fitted inhibition curve with a large enough effect in the signal ratio, with a control signal flat, not every such curve was filed as active; inconclusive means small, poorly fitted or top-dose-only effect, or effect the other way, or a change in a side signal; inactive means no such curve, though single readings can be large or run the other way; the % refers to the signal ratio; further: on the % scale 0 is the no-effect control and ±100 the full control effect
Target sequence (Q9NR56 whole entry, looked up): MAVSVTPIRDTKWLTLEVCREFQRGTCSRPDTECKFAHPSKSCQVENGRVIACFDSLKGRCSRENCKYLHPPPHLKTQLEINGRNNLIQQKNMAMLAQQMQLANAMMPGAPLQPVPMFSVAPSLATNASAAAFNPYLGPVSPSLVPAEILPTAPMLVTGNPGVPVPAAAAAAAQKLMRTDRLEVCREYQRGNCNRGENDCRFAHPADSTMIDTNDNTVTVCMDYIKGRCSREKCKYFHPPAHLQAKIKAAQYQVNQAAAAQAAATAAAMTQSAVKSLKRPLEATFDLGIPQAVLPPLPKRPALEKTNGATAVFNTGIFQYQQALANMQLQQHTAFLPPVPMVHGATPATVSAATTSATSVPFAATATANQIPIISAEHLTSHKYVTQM
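TR-FRET readout: Ex 340 nm, 665/545 nm emission ratio, normalized to buffer-only (basal) and MBNL1-(CUG)12 controls. Complex of MBNL1-His with Biotin-(CUG)12, compounds 92 nM–58 uM, incubated 60 min at room temperature.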
CXXC DNA block – blocks binding of human MLL CXXC domain to DNA; Potency, µM (titrated, usually from 115 µM), for the others: at the highest dose activity change, negative = inhibition, usual class: inhibitors; Q03164; MLL-CXXC / FITC-HOXA9 DNA fluorescence polarization; 290,000 compounds, 0.037% hits; active means well fitted inhibition curve with a large enough effect in the polarisation, with a control signal flat, not every such curve was filed as active; inconclusive means small, poorly fitted or top-dose-only effect, or effect the other way, or a change in a side signal; inactive means no such curve, though single readings can be large or run the other way; the % refers to the polarisation
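Fluorescence polarization: 7 uM MLL-CXXC (stock) preincubated 5 min with compounds, then 50 nM fluorescein-HOX-A9 DNA (stock) added; 30 min ambient. Buffer 50 mM Tris-HCl pH 7.5, 50 mM NaCl, 1 mM DTT, 0.05% BSA.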
FLuc modulator – inhibits or activates purified firefly luciferase, miR-21 counter-screen; 360,000 compounds, 6.9% hits; purified FLuc, Km substrates, luminescence inhibition; AID 588342; Potency, µM (top dose mostly 57.5 µM), inactives show top-dose activity change, negative = inhibition, usual class: inhibitors; P08659;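 further: plate controls were vehicle for no effect and reference inhibitor for full effect; nearly all actives have a fitted effect of over 55% in size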
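Purified P. pyralis luciferase (10nM final) with 10uM D-luciferin and 10uM ATP (Km levels) in 50mM Tris acetate pH 7.5, 10mM Mg acetate, 0.01% Tween-20, 0.05% BSA; qHTS 6-point titration, ~60 µM downward; luminescence read.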
Gal4-VP16 FLuc – counter-screen for ROR gamma inhibitors: Gal4-VP16 reporter; Drosophila S2 Gal4-VP16 UAS-luciferase, luminescence, 20 h; Potency, µM (doses to about 53.6 µM), without a hit: at the top dose activity, negative = inhibition, hits mostly inhibitors; 310,000 compounds, 3.5% hits;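 further: Gal4-VP16 expression switched on by copper sulfate through the metallothionein promoter; on the % scale 0 is the no-effect control and ±100 the full control effect; nearly all actives have a fitted effect of over 50% in size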
Rab9 prom act – Rab9 promoter activation. Huh7 Rab9 promoter-luciferase reporter, luminescence, 24 h. Potency, µM (titrated, usually from 9.22 µM), for the others: at the highest dose activation, negative = inhibition, actives largely listed as activators. 320,000 compounds, 2.8% hits. AID 485297; further: % of control where 0% means no effect; nearly all actives have a fitted effect of over 60% in size
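Luminescence read-out: Huh7 cells stably expressing Rab9-luciferase, treated 24 h with compound at 37 °C, then lysed with luciferase reagent for 10 min at ambient before reading.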
NPC1 prom act – NPC1 promoter activation | Huh7 NPC1 promoter luciferase reporter, 24 h | 320,000 compounds, 2.4% hits | AID 485313 | Potency, µM (top dose mostly 9.22 µM), for inactives: top-dose activation, usual class: activators;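 further: % of control where 0% means no effect; nearly all actives have a fitted effect of over 60% in size; reporter is driven by a mutant NPC1 promoter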
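Huh7 reporter cells (NPC1 promoter driving luciferase) are dosed with compound for 24 h at 37 °C, 5% CO2; luciferase detection reagent is then added and luminescence measured after 10 min at ambient temperature.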
uPA generation – cell surface uPA generation inhibition | cell surface uPA generation assay, qHTS | Potency, µM (doses to about 38.3 µM), for the others: at the highest dose activity change, negative = inhibition, actives largely listed as inhibitors | 330,000 compounds, 0.31% hits; active means well fitted inhibition curve with a large enough effect; inconclusive means small, poorly fitted or top-dose-only effect; inactive means no such curve, though single readings can be large or run the other way; tested in mouse RAW 264.7 cells; further: on the % scale 0 is the no-effect control and ±100 the full control effect; nearly all actives have a fitted effect of over 55% in size
BRCA1 expr act – BRCA1 expression activation. MCF7-BRCA1-FFLuc reporter, luminescence, 48 h; response scale: scaled: vehicle 0%, 10 µM genistein 100%. Potency, µM (doses to about 46.1 µM), without a hit: at the highest dose activation, actives largely listed as activators. 380,000 compounds, 1.1% hits. AID 624202; further: nearly all actives have a fitted effect of over 80% in size; some results filed as inactive show a strong effect at the top dose
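Reporter cells (MCF7, BRCA1 promoter-firefly luciferase) received library compounds across a concentration series for 48 h. End-point luminescence was measured and concentration-effect curves derived after normalization.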
p53 reactivator – mutant p53 re-activation in reporter cells; H1299 p53-A138V BP100-luciferase reporter, luminescence, 24 h; Potency, µM (highest dose often 92.2 µM), inactives show at the top dose activity change, positive = activation, actives largely listed as activators; 320,000 compounds, 0.063% hits; AID 504706; further: % of control where 0% means no effect; nearly all actives have a fitted effect of over 45% in size
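p53-null H1299 cells stably carrying temperature-sensitive p53-A138V and a BP100-luciferase reporter were pinned with compounds (4-point, 1:5 series) and held 24 hrs at 37 deg C. Luminescence was read 10 min after detection reagent.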
RORgamma inh – blocks mouse ROR gamma transcriptional activity. Drosophila S2 Gal4-RORgamma UAS-luciferase reporter, 20 h. P51450. AID 2551. Potency, µM (doses to about 53.6 µM), for the others: at the highest dose activity change, negative = inhibition, hits mostly inhibitors. 310,000 compounds, 5.4% hits; further: on the % scale 0 is the no-effect control and ±100 the full control effect; nearly all actives have a fitted effect of over 60% in size
Target sequence (P51450 whole entry, looked up, the tested form may be a part): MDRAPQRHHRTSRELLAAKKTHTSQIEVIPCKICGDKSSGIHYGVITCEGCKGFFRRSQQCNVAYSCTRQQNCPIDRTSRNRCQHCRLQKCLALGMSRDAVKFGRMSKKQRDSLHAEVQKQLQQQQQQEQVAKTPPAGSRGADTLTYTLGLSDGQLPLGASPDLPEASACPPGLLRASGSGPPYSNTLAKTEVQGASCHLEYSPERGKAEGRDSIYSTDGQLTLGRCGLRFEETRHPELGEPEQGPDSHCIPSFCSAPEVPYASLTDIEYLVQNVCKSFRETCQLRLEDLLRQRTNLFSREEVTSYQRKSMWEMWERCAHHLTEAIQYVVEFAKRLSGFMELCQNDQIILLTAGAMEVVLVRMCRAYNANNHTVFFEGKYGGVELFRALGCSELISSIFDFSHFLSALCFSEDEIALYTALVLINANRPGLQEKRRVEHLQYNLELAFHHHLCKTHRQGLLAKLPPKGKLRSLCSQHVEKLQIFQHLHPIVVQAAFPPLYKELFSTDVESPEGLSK
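Schneider cells (Drosophila), stable Gal4 DBD–ROR gamma + UAS-luc; 1 hr cmpd preincubation; Cu2+ induction 700 uM final; 20 hr ambient; luminescence.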
ELG1 genotoxic – genotoxicity induction in ELG1-luciferase HEK293T cells; 330,000 compounds, 1.3% hits; HEK293T ELG1-luciferase reporter, luminescence, 16 h; Potency, µM (series often up to 46 µM), for inactives: top-dose activity change, positive = activation, actives largely listed as activators; AID 504466; further: % of control where 0% means no effect; nearly all actives have a fitted effect of over 60% in size
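HEK293T cells expressing luciferase-tagged ELG1 were exposed to compound or DMSO vehicle for 16 hr at 37 °C and 5% CO2. Luciferase activity was then measured with ONE-Glo after 30 min at room temperature.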
Numbers without * were called inactive; ? = inconclusive; nt = not tested or not shown; [ ] = remark or other dose. Unless noted, the call rests on the fitted dose curve; in most records, active means well fitted curve in the direction sought with a large enough effect; inconclusive means small, poorly fitted or top-dose-only effect, or another doubt; inactive means no such curve, though single readings can be large; an effect the other way counts as inactive or inconclusive. Potency means the concentration at half of the fitted maximal effect.

SMILES | MBNL1-CUG inh | CXXC DNA block | FLuc modulator | Gal4-VP16 FLuc | Rab9 prom act | NPC1 prom act | uPA generation | BRCA1 expr act | p53 reactivator | RORgamma inh | ELG1 genotoxic
CCOC(=O)CC1C(=O)NCCN1C(=O)COc1ccc(Br)cc1C (stereo not drawn) | -10% | -4% | 4% | 2%[0.365 µM] | -3% | 0% | 8% | -18% | -8% | 2% | 2%
COc1ccc(CCN2CC(C(=O)OC(C)C(=O)Nc3cccc(Cl)c3)CC2=O)cc1OC (stereo not drawn) | nt | nt | -3% | nt | -3% | -2% | -4% | 1% | 14% | nt | 0%
COC(CNS(=O)(=O)c1ccc(S(=O)(=O)NC2CC2)cc1)OC | -2% | 2% | 2% | -6% | -4% | -4% | 13% | 2% | 5% | 5% | 0%
O=C(CCCOc1ccc(Cl)cc1Cl)NCCc1nnc2ccccn12 | -1% | 15% | ? | -5% | -2% | -2% | -4% | 36% | -2% | 40% | 2%
Cc1cc(C)cc(NC(=O)CN2C(=O)C3CC=CCC3C2=O)c1 (stereo not drawn) | nt | nt | nt | nt | 18% | -5% | 12% | -8% | -2% | nt | 5%
c1ccc(N2CCN(c3ncnc4scc(-c5cccs5)c34)CC2)cc1 | -9% | 11% | -2% | -6% | -11% | 7% | nt | -78% | 4% | 78% | -12%
Cc1ccc(S(=O)(=O)N(CC(=O)NCc2ccco2)Cc2ccc(F)cc2)cc1 | 3% | 0% | -1% | 4% | 1% | 3% | 2% | -14% | 0% | ? | -3%
CCOC(=O)c1cccc(NC(=O)COc2ccc([N+](=O)[O-])cc2)c1 | ? | -1% | -13% | -17% | -1% | 3% | -3% | 2% | -6% | 12% | 0%
CC(=O)Cc1nsc(NC(=O)c2ccc(F)cc2)n1 | -7% | 0% | ? | 21% | 15% | 3% | 2% | 42% | 5% | 18% | 7%
CC(=O)Nc1nc(C)c(Oc2ccccc2)c(=O)[nH]1 | -5% | -1% | 0% | -1% | -1% | 0% | 2% | 5% | 0% | -11% | 2%
Cc1ccc(N(CC(=O)NC2CCCCC2)S(=O)(=O)c2c(C)noc2C)cc1 | -12% | -10% | -1% | -5% | 0% | -2% | -2% | -45% | -4% | -35% | 0%
COc1cc(C(=O)N2CCN(C(=O)c3ccco3)CC2)cc(OC)c1OC | -2% | -2% | 6% | -5% | -7% | -5% | 5% | -9% | 3% | -1% | -1%
Cc1c(NC(=O)c2ccco2)cccc1-c1nc2cccnc2s1 | ? | -6% | 24µM* | -3% | -2% | 6% | 7% | -3% | -3% | -1% | -15%
CC(=O)Oc1ccc(/C=N/NC(=O)C2CCCN2S(=O)(=O)c2ccc(Cl)cc2)cc1 (stereo not drawn) | 4% | -10% | 0% | -9% | -1% | 3% | -4% | 17% | -3% | 9% | -5%
COc1cccc(N(CC(=O)N2CCN(c3ccccc3OC)CC2)S(C)(=O)=O)c1 | -6% | 0% | 1% | 7% | 1% | 10% | 2% | 0% | -2% | 35% | -3%
CN(CCCCCC(=O)/C=N/O)Cc1ccccc1 | -9% | 2% | 2% | -1% | 0% | 0% | 2% | 0% | -12% | -5% | -2%
COc1ccc(C(CNC(=O)c2ccc(-c3cccc(C(F)(F)F)c3)o2)N2CCOCC2)cc1 (stereo not drawn) | nt | nt | -2% | nt | -2% | 2% | -2% | -16% | -4% | nt | -6%
CC(=O)N1Cc2ccccc2C(C)CC12CCCCC2 (stereo not drawn) | nt | ? | -1% | -9% | -6% | 0% | -4% | -8% | -9% | 11% | -1%
CC(CCCC(C)(C)O)CC1C2=C(CCCC2=O)OC2=C1C(=O)CCC2 (stereo not drawn) | 0% | 8% | -5% | 4% | 1% | -9% | -3% | -3% | -6% | 5% | -1%
COc1cccc(CC(=O)NNC(=O)c2ccc3c(c2)OCO3)c1 | 2% | -3% | 7% | 0% | 0% | -3% | 3% | -2% | -11% | 27% | 0%
COc1ccc2c(c1)c(=O)oc1c(C)c(OCC(=O)N3CCc4ccccc4C3)ccc12 | 10% | 4% | -13% | -7% | 7% | -2% | 2% | 2% | -8% | -27% | 2%
CCCN1CCN(C(=O)C2CCN(S(=O)(=O)c3ccc4c(c3)oc(=O)n4C)CC2)CC1 | 4% | 4% | 1% | 6% | 1% | 0% | -16% | -10% | -4% | 11% | -3%
CCc1ccc(NC(=O)[C@H](C)NC(=O)C2CCN(C(=O)[C@@H](N)CC(C)C)CC2)cc1 | -4% | 3% | 1% | 2% | 0% | -3% | -14% | 7% | 0% | -18% | 7%
O=C(CCc1nc2ccccc2c(=O)[nH]1)N1CCN(S(=O)(=O)c2cccc(F)c2)CC1 | 1% | 0% | 0% | nt | 0% | 2% | 10% | -15% | nt | nt | 0%
CCOc1ccc(N2C(=O)c3ccccc3NC2(C)CC)cc1 (stereo not drawn) | nt | nt | nt | nt | 3.5µM* | ? | ? | 3.5µM* | ? | nt | ?
Nc1nc(Cl)cc(Oc2ccccc2F)n1 | 1% | 5% | 0% | 1% | 1% | -2% | -2% | 0% | -1% | 7% | 0%
Cc1ccc(NC(=O)CSCC(=O)N(CCC(C)C)c2c(N)n(Cc3ccccc3)c(=O)[nH]c2=O)cc1 | nt | nt | 1% | nt | -1% | 0% | 4% | -25% | -4% | nt | -1%
Cn1c(SCC(=O)Nc2sc3c(c2C#N)CCC3)nnc1C1COc2ccccc2O1 (stereo not drawn) | 1% | 0% | 5% | -6% | 0% | -4% | 4% | -4% | 4% | 22% | 0%
CC(C)N=C1NN=C(c2cccs2)CS1 | 8% | -1% | 24µM* | -22% | 0.79µM* | 3.2µM* | 0% | ? | 8% | 13µM* | ?
Cc1onc(-c2ccccc2)c1C(=O)N=C(N)c1ccc(C(F)(F)F)cc1 | nt | -1% | 4% | 0% | -7% | ? | 0% | 0% | 3% | -22% | 2%

An excerpt from above in order of the uPA generation value, largest number first:
| structure | uPA generation |
| --- | --- |
| O=C(CCc1nc2ccccc2c(=O)[nH]1)N1CCN(S(=O)(=O)c2cccc(F)c2)CC1 | 10% |
| Nc1nc(Cl)cc(Oc2ccccc2F)n1 | -2% |
| CCc1ccc(NC(=O)[C@H](C)NC(=O)C2CCN(C(=O)[C@@H](N)CC(C)C)CC2)cc1 | -14% |

Additional results
SMILES | MBNL1-CUG inh | CXXC DNA block | FLuc modulator | Gal4-VP16 FLuc | Rab9 prom act | NPC1 prom act | uPA generation | BRCA1 expr act | p53 reactivator | RORgamma inh | ELG1 genotoxic
COc1cc(C(=O)NC(=S)Nc2ccc(Cl)c(C(=O)O)c2)cc(OC)c1OC | 4% | 5% | 1% | -6% | -2% | 1% | 1% | 26% | -11% | -5% | 0%
CCOC(=O)CSc1nnc(CNC(=O)c2cccc(C)c2)n1-c1ccccc1OC | 0% | -3% | 0% | -5% | 1% | -1% | 5% | -1% | 3% | -5% | 0%
Cn1c2ccccc2c2ncn(CCN3CCOCC3)c(=O)c21 | 9% | -1% | 1% | -3% | -1% | -1% | 0% | 5% | 2% | 8% | 8%
CCC(CC)C(=O)NCCc1cc2ccc(C)c(C)c2[nH]c1=O | ? | 2% | -2% | 5% | -3% | 2% | nt | nt | -5% | 7% | 0%
O=C(/C=C/c1ccc(Br)cc1)NC(=S)NNC(=O)c1ccco1 | 12% | -25% | 3% | ? | -1% | -3% | -8% | 7% | 26% | ? | 3%

Random excerpt: 4 compounds from above.
SMILES | MBNL1-CUG inh | CXXC DNA block | FLuc modulator | Gal4-VP16 FLuc | Rab9 prom act | NPC1 prom act | uPA generation | BRCA1 expr act | p53 reactivator | RORgamma inh | ELG1 genotoxic
CC(=O)Cc1nsc(NC(=O)c2ccc(F)cc2)n1 | -7% | 0% | ? | 21% | 15% | 3% | 2% | 42% | 5% | 18% | 7%
CC(C)N=C1NN=C(c2cccs2)CS1 | 8% | -1% | 24µM* | -22% | 0.79µM* | 3.2µM* | 0% | ? | 8% | 13µM* | ?
Cc1ccc(N(CC(=O)NC2CCCCC2)S(=O)(=O)c2c(C)noc2C)cc1 | -12% | -10% | -1% | -5% | 0% | -2% | -2% | -45% | -4% | -35% | 0%
O=C(CCCOc1ccc(Cl)cc1Cl)NCCc1nnc2ccccn12 | -1% | 15% | ? | -5% | -2% | -2% | -4% | 36% | -2% | 40% | 2%

An excerpt; count on the stated rates, not on these rows.
